Bioassay records: PubChem BioAssay, several laboratories
SV40 large T antigen – SV40 large T antigen inhibitors, biochemical (AID 1903); inhibition, % at 20 µM, or IC50 in µM where a hit was titrated; SV40 large T antigen ATPase/helicase inhibition assay; higher % means a stronger effect; actives 0.39% (n = 310,000); in the data active = a potency from the dose series; inconclusive = inhibition mostly from about 32% at the one dose, without a potency; inactive = the rest, 99 in 100 with inhibition below about 32%; also: strong numbers were not always called active
TNAP activators – human TNAP enzyme activators, primary screen, biochemical, luminescent, no phosphate acceptor, uHTS (AID 1001); purified TNAP, luminescent activation assay, no phosphate acceptor; higher activation fold means a stronger effect; activation fold at 20 µM; hits with a dose series show EC50 in µM; actives 0.03% (n = 200,000); in the data active = activation fold from about 3, or a potency from the dose series; inactive = the rest, 99 in 100 with activation fold below about 1.6; also: many of its hits are not listed in these tables
Insulin prom up – MIN6 insulin promoter up-regulation; MIN6 insulin promoter-GFP reporter, high-content imaging; hits give high values; z-score at 5 µM; actives 0.3% (n = 190,000);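 active = z-score above 3 at 5 µM with at least 500 cells counted in the well; inconclusive = wells under 500 cells, flagged as cytotoxic or low count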
ER stress rescue – protection against thapsigargin-triggered cell killing – 384-well, CSM14.1, ATP luminescence, primary screen (AID 1222); CSM14.1 thapsigargin-induced death rescue, ATP luminescence; higher % means a stronger effect; cellular ATP content (survival), % at 20 µM; hits with a dose series show EC50 in µM; 190,000 tested, under 10 active;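 active = EC50 below 50 µM in the dose-response confirmation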;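 also: death triggered by thapsigargin at about 15 µM added after 2 h compound pretreatment; cell ATP read after overnight thapsigargin exposure of roughly 18 to 22 hours; normalized against plate controls of thapsigargin alone and 5% DMSO vehicle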
PMI inhibition – human PMI inhibitors, high substrate, primary screen, biochemical, fluorescence intensity, high mannose 6-phosphate (AID 1220) | recombinant PMI enzyme, coupled fluorescence intensity; higher % means a stronger effect | actives 0.66% (n = 190,000) | inhibition, % at 20 µM; hits with a dose series show IC50 in µM
PMI inhibitors – MPI enzyme activity inhibition – biochemical, fluorescence intensity, coupled assay, primary screen (AID 1209); purified PMI enzyme, coupled fluorescence intensity; higher % means a stronger effect; inhibition, % at 20 µM; hits with a dose series show IC50 in µM; actives 0.42% (n = 190,000);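 also: plate controls were DMSO vehicle for no effect and wells lacking substrate for full effect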
Salmonella PhoP GFP – PhoP-dependent GFP reporter repression – Salmonella Typhimurium, primary screen (AID 1863) | S. Typhimurium PhoP-regulated promoter GFP reporter, 4 h; higher % means a stronger effect | actives 0.16% (n = 300,000) | one-dose inhibition, % at 50 µM; IC50 in µM for titrated hits;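 active = inhibition over 29.93%, a cutoff 3 SD above the screen mean, later confirmed by dose response; inconclusive = inhibition over 29.93% but no dose response follow-up; inactive = inhibition at most 29.93% or unconfirmed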;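 also: 0% = low Mg2+ inducing control and 100% = high Mg2+ repressing control; strong numbers were not always called active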
West Nile antiviral – West Nile virus antiviral activity, cell-based, CPE readout (AID 1621) | West Nile virus-infected cells, CPE inhibition; higher % means a stronger effect | CPE inhibition, % at 10 µM, or IC50 in µM where a hit was titrated | actives 0.02% (n = 290,000); in the data active = a potency from the dose series; inconclusive = CPE inhibition mostly from about 3.7% at the one dose, without a potency; inactive = the rest, 99 in 100 with CPE inhibition below about 2.2%; also: strong numbers were not always called active
RSV antiviral HEp-2 – inhibition of RSV-induced cytopathic effect – HEp-2 cells, primary 10 µM value included (AID 2391) | HEp-2 cells, RSV-induced CPE inhibition; higher % means a stronger effect | CPE inhibition, % at 10 µM; hits with a dose series show IC50 in µM | actives 0.13% (n = 310,000); in the data active = a potency from the dose series; inconclusive = CPE inhibition mostly from about 23% at the one dose, without a potency; inactive = the rest, 99 in 100 with CPE inhibition below about 21%; also: strong numbers were not always called active
Insulin prom up cell count – further read-out of Insulin prom up, marked with its call; cell count; measured here: cytotoxicity, nuclei count;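 total cells summed across four imaged fields per well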
An asterisk follows results filed as active; ? = inconclusive; · = not tested or not shown. Rule as the data show it, unless noted: active = inhibition above about 50%; inactive = the rest.

item	compound	RSV antiviral HEp-2	Insulin prom up	West Nile antiviral	PMI inhibitors	ER stress rescue	TNAP activators	PMI inhibition	SV40 large T antigen	Insulin prom up cell count	Salmonella PhoP GFP
1	Cc1ccccc1C(=O)Nc1ccc(-c2nnc(SC(C)C(=O)O)n2C)cc1 (centres undefined)	-0.3%	·	0.2%	·	·	·	·	19%	·	-5%
2	COc1cc(OC)c(NC(C)C(=O)NCc2ccccc2)cc1Cl (centres undefined)	0.3%	·	-1.1%	3%	0.6%	1.1	46%	12%	·	-4%
3	CCOC(=O)N1CCC(N2Cc3cccc(C(=O)Nc4ccc(OCC)cc4)c3C2=O)CC1	2.7%	·	-1.0%	·	·	·	·	9%	·	-4%
4	O=C(c1ccc(CNS(=O)(=O)c2cccc(Cl)c2)cc1)N1CCCCC1	-0.2%	·	-1.6%	·	·	·	·	1%	·	-12%
5	C/C(=N/NC(=O)c1ccncc1)c1ccc2c(c1)OCO2	1.8%	·	-0.9%	·	·	·	·	5%	·	4%
6	COC(=O)c1cc(CSc2nnc(-c3ccccc3)c(-c3ccccc3)n2)oc1C	2.3%	?	-0.6%	14%	-0.5%	1.1	12%	4%	·	25%
7	NS(=O)(=O)c1ccc(CCNC(=O)COC(=O)/C=C/c2ccc(Cl)cc2)cc1	1.4%	-0.01	-0.5%	-12%	1.0%	1	0%	5%	1264	1%
8	COc1ccc(OC)c(N/C(=N/c2nc(C)cc(C)n2)NC(C)=O)c1	4.3%	-0.15	0.0%	·	·	·	·	5%	1084	-6%
9	Cc1cc(NC(=O)CSc2nnc(-c3ccccc3)o2)no1	3.8%	·	-0.7%	-2%	-0.1%	1.2	-2%	-4%	·	-7%
10	COc1ccc(C(=O)NCCCn2ccnc2)cc1	2.7%	-0.11	-0.1%	5%	-2.8%	1.1	2%	15%	1169	-3%
11	O=C(Cn1ncc(Cl)c(Cl)c1=O)N1CCOCC1	-3.8%	-1.4	-0.1%	7%	2.5%	1.1	5%	6%	701	-3%
12	CCOc1ccc(-c2nc(CSCC(=O)NCCCN3CCCC3=O)c(C)o2)cc1	2.1%	·	-0.4%	·	·	·	·	-2%	·	-1%
13	O=C(CSc1ncccn1)N1CCCc2ccccc21	1.8%	·	-0.8%	-12%	-0.4%	1.2	-9%	12%	·	2%
14	Cc1nn(C)cc1S(=O)(=O)Nc1ccc2c(c1)OCCO2	1.3%	-0.13	0.4%	0%	-0.1%	1.1	2%	23%	1462	5%
15	CCN(CC)C(=O)c1sc(NC(=O)c2ccc(OC)c([N+](=O)[O-])c2)c(C#N)c1C	5.3%	0.29	-0.1%	12%	-0.1%	1.1	4%	12%	1439	-2%
16	Cc1cc(C2=NNC(=NC3CC3)SC2)c(C)n1-c1c(C)n(C)n(-c2ccccc2)c1=O	0.3%	0.14	0.1%	-13%	-2.8%	1.1	-12%	7%	1060	0%
17	O=C(OCC(CO)OC(CO)n1ccc(=O)[nH]c1=O)c1ccccc1 (centres undefined)	1.6%	0.22	0.1%	8%	0.3%	1	4%	2%	1545	-3%
18	COc1ccc(NC(=O)CN(c2ccc(C(C)C)cc2)S(=O)(=O)c2c(C)noc2C)cc1OC	2.8%	0.99	-0.5%	15%	·	1.1	12%	1%	1312	-1%
19	CCn1c(SCC(=O)Nc2ccccc2Br)nnc1-c1cnccn1	2.6%	·	-0.5%	·	·	·	·	6%	·	-9%
20	O=C(Nc1ccc(Br)cc1F)C1CCCN(S(=O)(=O)c2cnc[nH]2)C1 (centres undefined)	0.6%	0.18	0.1%	-7%	-0.8%	1	-9%	30%	973	11%
21	COC(=O)c1cc(C(=O)c2ccc(Cl)cc2)n2c(=O)/c(=C\N(C)C)sc12	-1.1%	·	-1.2%	5%	-1.1%	1	8%	11%	·	-5%
22	Cc1ccc(NC(=O)CN2C(=O)C3C4C=CC(C4)C3C2=O)cc1 (centres undefined)	5.4%	0.61	1.1%	4%	0.0%	1	3%	8%	1256	-5%
23	O=C(/C=C/c1ccccc1)NCCN1CCOCC1	1.9%	0.85	-0.3%	2%	0.5%	1.1	9%	12%	1023	-1%
24	CCOC(=O)COc1cccc2c(=O)n(CC(=O)NCc3ccc(F)cc3)ccc12	3.3%	-0.8	0.6%	·	·	·	·	18%	583	-2%
25	CC(C(=O)Nc1ccncc1)(c1ccccc1)c1ccccc1	0.5%	-0.41	-0.9%	-3%	2.7%	1	11%	-2%	1427	1%

Compounds from the list above containing bromine (2):
item	compound	RSV antiviral HEp-2	Insulin prom up	West Nile antiviral	PMI inhibitors	ER stress rescue	TNAP activators	PMI inhibition	SV40 large T antigen	Insulin prom up cell count	Salmonella PhoP GFP
19	CCn1c(SCC(=O)Nc2ccccc2Br)nnc1-c1cnccn1	2.6%	·	-0.5%	·	·	·	·	6%	·	-9%
20	O=C(Nc1ccc(Br)cc1F)C1CCCN(S(=O)(=O)c2cnc[nH]2)C1 (centres undefined)	0.6%	0.18	0.1%	-7%	-0.8%	1	-9%	30%	973	11%

2 compounds picked at random from those above, as already listed:
item	compound	RSV antiviral HEp-2	Insulin prom up	West Nile antiviral	PMI inhibitors	ER stress rescue	TNAP activators	PMI inhibition	SV40 large T antigen	Insulin prom up cell count	Salmonella PhoP GFP
20	O=C(Nc1ccc(Br)cc1F)C1CCCN(S(=O)(=O)c2cnc[nH]2)C1 (centres undefined)	0.6%	0.18	0.1%	-7%	-0.8%	1	-9%	30%	973	11%
11	O=C(Cn1ncc(Cl)c(Cl)c1=O)N1CCOCC1	-3.8%	-1.4	-0.1%	7%	2.5%	1.1	5%	6%	701	-3%

Some of the entries so far, with values under each structure.
Fields: RSV antiviral HEp-2 | Insulin prom up | West Nile antiviral | PMI inhibitors | ER stress rescue | TNAP activators | PMI inhibition | SV40 large T antigen | Insulin prom up cell count | Salmonella PhoP GFP
16. Cc1cc(C2=NNC(=NC3CC3)SC2)c(C)n1-c1c(C)n(C)n(-c2ccccc2)c1=O
    0.3% | 0.14 | 0.1% | -13% | -2.8% | 1.1 | -12% | 7% | 1060 | 0%
25. CC(C(=O)Nc1ccncc1)(c1ccccc1)c1ccccc1
    0.5% | -0.41 | -0.9% | -3% | 2.7% | 1 | 11% | -2% | 1427 | 1%
1. Cc1ccccc1C(=O)Nc1ccc(-c2nnc(SC(C)C(=O)O)n2C)cc1 (centres undefined)
    -0.3% | · | 0.2% | · | · | · | · | 19% | · | -5%

New compounds follow
item	compound	RSV antiviral HEp-2	Insulin prom up	West Nile antiviral	PMI inhibitors	ER stress rescue	TNAP activators	PMI inhibition	SV40 large T antigen	Insulin prom up cell count	Salmonella PhoP GFP
26	CCOC(=O)c1ccc(NC(=O)NCCc2ccccc2OC)cc1	7.1%	0.26	-0.1%	·	-0.3%	1.2	·	7%	1055	4%
27	O=C(Nc1ccc2c(c1)OCO2)C1CCN(S(=O)(=O)Cc2ccccc2)CC1	1.4%	-0.01	·	6%	2.4%	1.1	15%	·	1189	-5%
28	Cc1cc(C)nc(SCC2COc3ccccc3O2)n1 (centres undefined)	4.8%	-0.83	-0.1%	1%	0.3%	1.2	-4%	14%	1471	1%
29	CCNC(=S)N/N=C/c1sccc1C	0.1%	·	-0.6%	-5%	-1.3%	1.5	-2%	23%	·	-4%
30	CC(C)(CNCC(O)c1ccccc1)N1CCOCC1 (centres undefined)	0.9%	1.1	-0.3%	9%	1.1%	1	0%	20%	1363	0%
31	CCCCOc1ccc(-c2nc(/C=N/c3nccs3)c(O)o2)cc1	0.9%	-0.17	-0.3%	-8%	-0.4%	1.2	-2%	0%	1445	13%
32	Fc1ccc(CNC(=S)Nc2ccccc2F)cc1	0.2%	·	-0.2%	·	·	·	·	3%	·	-4%
33	Cc1nc(NCCN2CCOCC2)c2nnn(Cc3c(F)cccc3Cl)c2n1	1.4%	-1.9	-0.3%	0%	0.1%	1.1	4%	5%	947	-6%
34	CSc1cccc(-n2cc(-c3ccc4c(c3)OCO4)[nH]c2=O)c1	-2.6%	-2.4	2.9%	-48%	-0.8%	0.9	-110%	19%	1107	25%
35	CCOc1ccc(-c2nc(CSCC(=O)NCCN3CCOCC3)c(C)o2)cc1	-0.8%	1.5	0.0%	8%	-2.0%	1.1	6%	0%	1187	-7%
36	O/N=C1\CCc2cc(Cl)ccc21	21%	1.5	0.6%	-17%	-1.0%	1	-8%	1%	1080	-3%
37	C=CCN1C(=O)CS/C1=C(\C#N)S(=O)(=O)c1ccc(C)cc1	4.7%	-0.1	0.0%	-21%	-1.1%	1.1	-42%	5%	1187	8%
38	CN(C)S(=O)(=O)c1ccc(C(=O)Nc2ccc(Cl)cc2)cc1	0.1%	1.1	-0.2%	7%	-1.8%	1.1	7%	-1%	1014	7%
39	Cc1cccc(C)c1NC(=O)COC(=O)c1cccc2c1C(=O)c1ccccc1C2=O	2.3%	0.17	-0.2%	18%	-2.4%	1	44%	2%	1487	3%
40	CCC(=NCCc1c(C)[nH]c2ccc(OC(F)(F)F)cc12)C1=C(O)CC(c2ccccc2)CC1=O (centres undefined)	2.5%	0.23	1.0%	11%	2.2%	1.1	12%	8%	1228	0%
41	CCCCN(Cc1ccccc1)C1CCN(Cc2ccccc2)CC1	-1.1%	·	-0.6%	·	·	·	·	6%	·	-6%
42	COC(/C=C/Nc1ccc(OC)cc1)=C(C#N)C#N	1.8%	0.45	-0.1%	7%	-0.2%	1.1	-4%	-4%	1557	-3%
43	CCCc1noc(-c2cccc([N+](=O)[O-])c2)n1	0.1%	1.5	-0.3%	7%	-3.7%	1.1	3%	5%	1133	1%
44	Cc1nc(CS(=O)(=O)c2ccccc2)cc(N2CCN(c3ccccc3F)CC2)n1	1.9%	0.24	-1.3%	-4%	0.6%	1.1	5%	4%	1377	-5%

5 compounds already listed, ordered by the number in RSV antiviral HEp-2, smallest number first:
entry | Molecule | RSV antiviral HEp-2 | West Nile antiviral | PMI inhibitors | TNAP activators | PMI inhibition | SV40 large T antigen | Salmonella PhoP GFP
34 | CSc1cccc(-n2cc(-c3ccc4c(c3)OCO4)[nH]c2=O)c1 | -2.6% | 2.9% | -48% | 0.9 | -110% | 19% | 25%
29 | CCNC(=S)N/N=C/c1sccc1C | 0.1% | -0.6% | -5% | 1.5 | -2% | 23% | -4%
31 | CCCCOc1ccc(-c2nc(/C=N/c3nccs3)c(O)o2)cc1 | 0.9% | -0.3% | -8% | 1.2 | -2% | 0% | 13%
27 | O=C(Nc1ccc2c(c1)OCO2)C1CCN(S(=O)(=O)Cc2ccccc2)CC1 | 1.4% | · | 6% | 1.1 | 15% | · | -5%
26 | CCOC(=O)c1ccc(NC(=O)NCCc2ccccc2OC)cc1 | 7.1% | -0.1% | · | 1.2 | · | 7% | 4%
